# High-throughput results (PubChem BioAssay)
# Pol kappa inh: qHTS for Inhibitors of Polymerase Kappa | Potency, µM (highest dose often 107 µM), for inactives: at the top dose activity, negative = inhibition, most hits filed as inhibitors | purified Pol kappa, fluorescent DNA synthesis assay, 10 min | actives 0.53% (n = 400,000) | DNA polymerase kappa (Homo sapiens), Q9UBT6 | AID 588579, 2011; note: potency is the fitted concentration of half-maximal effect; % is set by controls: 0 for no effect and ±100 for the full control effect
#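 First, compounds were pin-transferred onto 10 nM Pol kappa. After 15 min at room temperature, substrate was added to 50 nM final. Fluorescence was then measured kinetically at 0 and 10 min.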
# TRHR ag: qHTS for Small Molecule Agonists and Allosteric Enhancers of Human TRH Receptor: Primary Screen for Agonists; TRHR cells, calcium flux fluo-8, FDSS agonist mode; activation, % at 2 µM; actives 0.18% (n = 360,000); AID 493084, 2011; in the data active = activation above about 30%; note: 0% is about no effect
#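 Fluo-8-loaded TRHR cells; 10 s baseline, compound added, kinetic Ca2+ fluorescence read 1/s, agonist mode.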
# POLB inh: qHTS Assay for Inhibitors of DNA Polymerase Beta | actives 1.3% (n = 340,000) | Potency, µM (doses to about 114 µM), inactives show at the highest dose activity change, negative = inhibition, hits mostly inhibitors | AID 485314, 2010 | Pol beta primer extension/strand displacement, fluorescence kinetic | P06746; note: potency is the fitted concentration of half-maximal effect; % is set by controls: 0 for no effect and ±100 for the full control effect
#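 Preincubation: enzyme (10 nM) with compound, 15 min, RT. Reaction: substrate added to 50 nM final. Reads: 0 and 10 min. Analysis: normalized, Hill fit.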
# BLM inh: qHTS Assay for Inhibitors of Bloom's syndrome helicase (BLM). recombinant BLM DNA unwinding, fluorescence dequenching. Potency, µM (doses to about 56.1 µM), without a hit: at the highest dose activity change, negative = inhibition, most hits filed as inhibitors. actives 0.2% (n = 350,000);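 note: potency is the fitted concentration of half-maximal effect; plate controls were vehicle for no effect and no enzyme for full effect; nearly all actives have a fitted effect of over 35% in size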
# POLI inh: qHTS for Inhibitors of Polymerase Iota. DNA polymerase iota (Homo sapiens), Q9UNA4. actives 1% (n = 390,000). AID 588590, 2011. Pol iota fluorescent replication assay, 10 min. Potency, µM (series often up to 115 µM), for the others: at the top dose activity, negative = inhibition, hits mostly inhibitors; note: potency is the fitted concentration of half-maximal effect
#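 Fluorescent replication assay read twice, at 0 min and 10 min after adding 50 nM (final) substrate. Enzyme (10 nM) and compounds were first incubated 15 min at room temperature; enzyme-free buffer wells were negative controls.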
# APE1 inh: qHTS Assay for Inhibitors of the Human Apurinic/apyrimidinic Endonuclease 1 (APE1) | actives 0.35% (n = 350,000) | Potency, µM (top dose mostly 65.8 µM), inactives show at the highest dose activity change, negative = inhibition, most hits filed as inhibitors | DNA repair nuclease/redox regulator APEX1 (Homo sapiens), P27695 | recombinant APE1, TAMRA/BHQ-2 abasic DNA cleavage fluorescence;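 note: potency is the fitted concentration of half-maximal effect; plate controls were vehicle for no effect and reference inhibitor for full effect; nearly all actives have a fitted effect of over 55% in size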
#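 Step 1: APE1 (0.75 nM) with compound, 15 min RT. Step 2: add 50 nM fluorophore/quencher THF duplex. Step 3: three fluorescence reads 60 s apart (525/598 nm); read 3 minus read 1 = reaction progress.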
# ERG Ets-DNA blk: qHTS for Small Molecule Inhibitors of the ERG Ets/DNA interaction. AID 624246, 2012. fluorescence polarization, His-ERG Ets domain / labelled DNA. Potency, µM (titrated, usually from 76.9 µM), inactives show at the highest dose FP activity, negative = inhibition, usual class: inhibitors. actives 0.028% (n = 370,000); active = well fitted inhibition curve with a large enough effect in the polarisation, with a control signal flat; inconclusive = small, poorly fitted or top-dose-only effect, or effect the other way, or a change in a side signal; inactive = no such curve, though single readings can be large or run the other way; the % refers to the polarisation;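 note: polarization taken with two DNA probes labelled with fluorescein and Texas red; potency is the fitted concentration of half-maximal effect; % of control where 0% means no effect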
#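 His-tagged ERG Ets domain (1 uM in the protein solution; 300mM KCl, 50mM Tris-HCl, 1mM EDTA, 1mM DTT, pH 7.5) received compound, then a probe mix of 5 nM fluorescein-DNA and 100nM Texas-615-DNA. Fluorescence polarization was read for both dyes.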
# Anesthetic bind: qHTS Assay for Identification of Novel General Anesthetics; Potency, µM (top dose mostly 77.5 µM), without a hit: at the top dose activity change, negative = displacement, actives largely listed as inhibitors; Ferritin light chain (Equus caballus), P02791; actives 0.074% (n = 350,000); apoferritin/1-aminoanthracene competitive binding, fluorescence; note: potency is the fitted concentration of half-maximal effect; % is set by controls: 0 for no effect and ±100 for the full control effect; nearly all actives have a fitted effect of over 20% in size
# Target sequence (P02791 2-175 limits assumed): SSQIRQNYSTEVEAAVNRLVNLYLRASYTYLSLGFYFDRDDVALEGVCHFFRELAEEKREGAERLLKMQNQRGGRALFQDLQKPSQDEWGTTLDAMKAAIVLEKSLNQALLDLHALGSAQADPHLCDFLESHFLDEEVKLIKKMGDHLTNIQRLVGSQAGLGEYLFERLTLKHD
#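 Horse-spleen apoferritin (10 uM) in 50% saturated 1-aminoanthracene in PBS was incubated 10 min at room temperature with compound. Fluorescence (ex 380, em 535 nm) was normalized to free and bound 1-AMA, with concentration-response fitted by a four-parameter Hill equation.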
# ALOX12 inh: Primary qHTS assay for inhibitors of human arachidonate 12S-lipoxygenase (ALOX12): Round 2 | actives 1.1% (n = 580,000) | purified 12hLO, xylenol orange hydroperoxide absorbance | Polyunsaturated fatty acid lipoxygenase ALOX12 (Homo sapiens), P18054 | AID 1671190, 2021 | Potency, µM (doses to about 108 µM), without a hit: top-dose activity change, negative = inhibition, hits mostly inhibitors; note: potency is the fitted concentration of half-maximal effect; % is set by controls: 0 for no effect and ±100 for the full control effect
# Target sequence (P18054 whole entry, looked up): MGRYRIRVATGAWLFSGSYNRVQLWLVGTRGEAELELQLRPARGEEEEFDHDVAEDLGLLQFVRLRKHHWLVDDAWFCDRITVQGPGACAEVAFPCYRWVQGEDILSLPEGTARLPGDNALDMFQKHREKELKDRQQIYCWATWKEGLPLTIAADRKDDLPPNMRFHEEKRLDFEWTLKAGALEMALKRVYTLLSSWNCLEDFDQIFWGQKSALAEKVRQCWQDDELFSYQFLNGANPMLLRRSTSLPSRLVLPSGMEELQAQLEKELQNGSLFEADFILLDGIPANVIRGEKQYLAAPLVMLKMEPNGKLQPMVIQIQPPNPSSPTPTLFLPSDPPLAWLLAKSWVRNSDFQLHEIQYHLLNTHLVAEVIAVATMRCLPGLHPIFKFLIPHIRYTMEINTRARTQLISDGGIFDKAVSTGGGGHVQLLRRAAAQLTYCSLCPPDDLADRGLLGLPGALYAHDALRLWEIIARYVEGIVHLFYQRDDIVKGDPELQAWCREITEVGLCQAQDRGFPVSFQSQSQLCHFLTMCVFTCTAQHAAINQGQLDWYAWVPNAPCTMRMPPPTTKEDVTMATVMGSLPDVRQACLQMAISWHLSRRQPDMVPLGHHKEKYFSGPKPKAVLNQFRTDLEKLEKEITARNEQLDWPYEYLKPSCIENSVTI
#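 Hydroperoxide product was detected by ferrous iron/xylenol orange as the 573 to 405 nm absorbance ratio. Arachidonic acid at 40 uM (final) was turned over for 30 min at room temperature by 150 nM human 12hLO, pH 7.0 Hepes buffer, after 15 min compound preincubation.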
# Numbers without * were called inactive; i = inactive; ? = inconclusive; · = no result given; & = joins results of further samples; [ ] = another dose, or the depositor's remark. Unless noted, calls come from the whole dose curve; as a rule, active = well fitted curve in the direction sought with a large enough effect; inconclusive = small, poorly fitted or top-dose-only effect, or another doubt; inactive = no such curve, though single readings can be large; an effect the other way counts as inactive or inconclusive. Not all compounds are listed. The share of hits here may be higher or lower than overall.
# Each structure is followed by: POLI inh	Anesthetic bind	POLB inh	BLM inh	ALOX12 inh	TRHR ag	Pol kappa inh	ERG Ets-DNA blk	APE1 inh
> O=C(CSc1cccc[n+]1[O-])c1cc(Cl)ccc1Cl
 : 91%[activator]	-20%	9%	1%	0%	-0.9	0%	-11%	2%
> O=[N+]([O-])c1c(C(Cl)Cl)nn(-c2ccc(Cl)cc2)c1N1CCCCC1
 : 14%	-15%	16%	-3%	7%	0.1	-3%	8%	5%
> O=C(Nc1cccc(Br)c1)c1ccc(Cl)c(S(=O)(=O)N2CCOCC2)c1
 : -25%	-15%	3%	-5%	3%[57.4 µM]	-0.6	-7%	·	8%
> Cc1ccc2cn[nH]c2c1NC(=S)NC(=O)c1ccccc1
 : 24%	-17%	22%	-5%	?	·	0%	5%	0%
> COc1ccccc1/C=C/C(=O)NCCc1ccccn1
 : -19%	-3%	7%	-1%	2%	-0.5	3%	-2%	-6%
> COc1ccccc1N(CC(=O)Nc1ccccc1C(=O)N1CCOCC1)S(C)(=O)=O
 : 58%[activator]	-8%	1%	0%	3%	1.2	-2%	5%	4%
> COc1cccc(CNC(=O)c2nnn(CC(=O)Nc3c(C)cccc3C)c2N)c1
 : ?	-17%	3%	-6%	0%	-0.1	-1%	13%	8%
> NS(=O)(=O)OCCCCCc1ccccc1
 : 30%	?	9%	0%	10%	-0.5	-9%	12%	16%
> COc1ccc(S(=O)(=O)N(C)C)cc1NC(=O)COC(=O)c1nn(C)c(=O)c2ccccc12
 : 28%	-6%	12%	-1%	0%	-0.7	7%	-19%	14%
> Cc1occc1-c1nnc(SCC(=O)N2c3ccccc3CCc3ccccc32)n1C
 : 15%	-13%	29%	-2%	0%	-0.7	4%	7%	6%
> CC(NS(C)(=O)=O)C(c1cccs1)N1CCN(c2ccc(F)cc2)CC1 (configuration not stated)
 : 18%	-11%	1%	-4%	14%	-0.7	-2%	-2%	-4%
> CCOC(=O)C1=C(C)Nc2ccccc2N/C1=N\S(=O)(=O)c1cc(C(=O)O)ccc1Cl
 : ?	·	·	·	-18%	0.3	-22%	11%	11%
> Cc1nnc(NS(=O)(=O)c2ccc(F)cc2)s1
 : 0%	·	·	·	-16%	·	0%	-11%	·
> O=C(C1CCCN1C(=O)c1cccs1)N1CCN(S(=O)(=O)c2ccc(F)cc2)CC1 (configuration not stated)
 : 18%	·	·	·	179%[activator]	-0.5	-4%	15%	8%
> Cn1c(=O)c2c(nc3n2CC(CO)O3)n(C)c1=O (configuration not stated)
 : -12%	15%	3%	-1%	0%	0.5	0%	-11%	55%[activator]
> O=C1/C(=C/c2cccnc2)SC(=S)N1N1CCOCC1
 : 11%	7%	-7%	-4%	154%[activator]	1.1	-4%	3%	-1%
> CC1CN(c2snnc2C=C2C(=O)OC(C)(C)OC2=O)CC(C)O1 (configuration not stated)
 : 26%	-6%	3%	-4%	-8%	-0.9	-7%	5%	5%
> CCc1cccc(NC(=O)c2coc(=O)c3ccccc23)c1
 : 12%	-6%	0%	-3%	-19%	-0.2	-6%	-4%	·
> COc1cc([N+](=O)[O-])ccc1NC(=O)N1CCN(c2cc(-c3noc(C)n3)ccc2C)CC1
 : -2%	-22%	0%	-1%	-20%	-0.2	-2%[60.1 µM]	-1%	·
> CCc1ccc(C2=C(C)C(N3CCC(C(=O)NCc4ccccc4)CC3)=NS2(=O)=O)cc1
 : 26%	-12%	20%	-1%	-4%	-0.1	-25%	-2%	·
> COc1cccc(C2=CC(=O)CC(C)(C)C2)c1
 : 15%	·	·	·	-20%	0.1	-6%	2%	-11%
> O=C1N/C(=N/N=C/c2ccccc2O)SC1Cc1ccc(F)cc1 (configuration not stated)
 : 49%[activator]	2%	0%	2%	29%	0.1	-33%	-9%	0%
> CC1(C(=O)N/N=C/c2cc3c(cc2Br)OCO3)CC1(Br)Br (configuration not stated)
 : -3%	?	-13%	-7%	-25%	0.0	-8%	5%	34%
> Cc1ccc(C)c(N2CCN(C(=O)c3cc(S(=O)(=O)N4CCCCC4)cn3C)CC2)c1
 : ?	-11%	-6%	1%	-21%	-0.6	-12%[60.1 µM]	1%	·
> N#CCCn1[nH]c(-c2ccccc2)cc1=O
 : 25%	-7%	1%	0%	1%	0.5	-9%	5%	0%
> Cc1ccc(C(=O)Cn2nnc3ccccc32)cc1C
 : -6%	?	1%	-1%	4%	-0.1	-16%	·	3%
> CCCCN(C)C(=O)c1cn(C)c2ccc(S(=O)(=O)N3CCC(C)CC3)cc2c1=O
 : -15%&25%	-7%&-2%	25%&21%	-2%&-1%	-8%	0.0&-0.8	4%&2%	-1%&3%	6%
> CCCN=C1N(CC)C[C@@H]2[C@@H]3C(=O)N(C)C(=O)[C@@H]3[C@](Cc3ccccc3)(C(=O)OC)N12
 : ?	·	·	·	-50%	·	-1%	-13%	-11%
> Cc1ccc(CNC(=O)c2cccn2-c2nnc(N3CCCCC3)s2)cc1
 : 17%	-2%	-16%	-1%	-20%	-0.3	0%	-2%	·
> Cc1ccc(-n2cc(C(=O)Oc3cccc(C)c3)c3ccccc3c2=O)cc1
 : -13%	?	-13%	-6%	-27%	0.0	3%[60.1 µM]	-4%	·

# Going on with the list.
# Each structure is followed by: POLI inh	Anesthetic bind	POLB inh	BLM inh	ALOX12 inh	TRHR ag	Pol kappa inh	ERG Ets-DNA blk	APE1 inh
> O=S1(=O)C=C(SCc2ccc(Cl)c(Cl)c2)Nc2ccccc21
 : -14%	?	0%	-6%	0%	-0.2	-5%	2%	-2%
> CCCCC(=O)Nc1ccc(C(=O)NCCc2ccc(S(N)(=O)=O)cc2)cc1
 : -14%	4%	16%	-6%	-31%	0.1	-6%	1%	17%
> COc1ccc(Nc2nc(N)nc(CSc3nnc(C)s3)n2)cc1
 : -1%	4%	0%	6%	128%[activator]	0.1	-10%	-10%	20%
> Cn1c(=O)c2[nH]c(NN=Cc3ccccc3)nc2n(C)c1=O
 : 46%[activator]	·	·	·	2%	·	-12%	18%	·
> COCCn1c(C)nnc1SCC(=O)Nc1ccccc1[N+](=O)[O-]
 : 62%[activator]	-2%	0%	2%	-1%	0.7	12%	-1%	1%
> Cc1oc2ccc(O)cc2c1C(=O)c1ccc([N+](=O)[O-])cc1
 : 27%	-22%	-23%	-6%	-14%	0.1	-8%	-12%	-6%
> COc1ccc(-n2cc(CNCCc3nc(C)cc(C)n3)c(-c3ccccc3Cl)n2)cc1
 : 72%[activator]	-21%	2%	2%	-6%	1.4	4%	0%	6%
> O=C(CSc1nnc(SCc2ccccc2)s1)N/N=C/C=C\c1ccco1
 : ?	-21%	7.1µM*	18µM*	18µM*	-0.7	28µM*	5%	18µM*
> CC(C)(C)[C@@H]1C=C(C(N)=O)O[C@H](OCCCCO)C1
 : -8%	·	·	·	?	·	21%	-5%	·
> Cn1nccc1C(=O)Nc1ccc2c(c1)OCO2
 : -7%	-6%	-1%	-3%	i	0.4	-3%	10%	15%
> Cc1ccc(NC(=O)CN(C)C(=O)CSc2nnnn2C)cc1
 : 3%	3%	-12%	0%	-4%	1.2	-17%	-5%	25%
> CCOC(=O)c1c(C)nc2c(c1-c1ccc(OC)cc1)C(=O)CC(C)(C)C2
 : -8%	-20%	-13%	-3%	0%	0.2	-14%	-4%	-9%
> Cc1ccc(Cl)c(OCC(=O)OC(C)C(=O)NC2CC2)c1 (configuration not stated)
 : 24%	·	·	·	-15%	-0.5	-11%	-2%	25%
> CSc1nc2nc3c(c(=O)n2[nH]1)CCC3
 : -1%	0%	-1%	1%	304%[activator]	0.3	-1%	-2%	5%
> COc1cccc(C(=O)/C=C/Nc2ccc(S(=O)(=O)Nc3nc(C)cc(C)n3)cc2)c1
 : -13%	-9%	2%	-2%	-6%	-0.2	-8%	-5%	-2%
> CN(C(=O)CSc1nc2[nH]ncc2c(=O)[nH]1)c1ccccc1
 : 30%[activator]	·	·	·	0%	0.2	-4%	-3%	-8%
> CC(C)(C)c1ccc(OCCN2CCCC2)cc1
 : 28%	-12%	3%	1%	?	0.6	-3%	-9%	-1%
> Cc1c(S(=O)(=O)c2ccccn2)c(N)n(Cc2ccccc2Cl)c1C
 : 60%[activator]	-3%	1%	2%	?	0.6	7%	?	-5%
> COc1ccccc1/C=C\C=N\n1c(C2CCCCC2)n[nH]c1=S
 : -4%	-22%	3%	-8%	?	-1.2	-16%	-9%	-10%
> CCOC(=O)C1CCN(S(=O)(=O)c2ccc3c(c2)N(C(C)=O)CC(C)S3)CC1 (configuration not stated)
 : 26%	-10%	-3%	-2%	8%	-0.8	6%	-2%	77%[activator]
> COc1ccc2c(c1)c(=O)c(Br)c(C)n2Cc1ccccc1
 : ?	?	23%	-8%	2%	0.1	0%	0%	-1%
> O=C(NCc1ccccc1)c1ccc(CS(=O)Cc2ccc(Cl)cc2)o1 (configuration not stated)
 : -7%	-3%	-3%	0%	-2%	-0.3	-13%	8%	-18%
> COc1ccc(OCC(=O)Nc2ccccc2O)cc1
 : 7%	-16%	0%	-15%	·	-1.4	-1%	-16%	6%
> Oc1c(C(c2cccs2)N2CCN(c3ccccc3)CC2)sc2ncnn12 (configuration not stated)
 : 17%	-11%	1%	1%	26%	-0.3	1%	-3%	-4%
